SW480 rereplic – inducers of DNA re-replication in SW480 colon cancer cells | Potency, µM (doses to about 46.1 µM), for the others: top-dose re-replication activation, most hits filed as activators | AID 624297 | hit rate 1.8% among 340,000 | SW480 DNA re-replication, Hoechst DNA content imaging, 48 h; also: potency is read from the fitted curve at half-maximal effect; % of control where 0% means no effect; nearly all actives have a fitted effect of over 55% in size
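Readout is total intensity of Hoechst-stained nuclei, excited at 405 nm and collected at 500-530 nm. Compound treatment lasted 48 hr at 37 C in 5% CO2 before staining.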
ATXN viability – reduces viability in counter-screen for ATXN expression inhibitors; S2 cells (HEK-293 line with an ATXN2-luciferase reporter) viability, CellTiter-Fluor protease fluorescence, 24 h; Potency, µM (doses to about 56.7 µM), hits mostly cytotoxic; hit rate 0.49% among 400,000; also: potency is read from the fitted curve at half-maximal effect; nearly all actives have a fitted effect of over 40% in size
KB-3-1 cytotox – kills parental KB-3-1 adenocarcinoma cells. AID 1347075. KB-3-1 viability, CellTiter-Glo ATP luminescence, 72 h. Potency, µM (top dose mostly 46.1 µM), for the others: top-dose activity change, negative = cytotoxic, hits mostly cytotoxic. hit rate 1.4% among 400,000; also: potency is read from the fitted curve at half-maximal effect; % is scaled to controls: 0 for no effect and ±100 for the full control effect; nearly all actives have a fitted effect of over 60% in size
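Cytotoxicity measured as CellTiter-Glo luminescence after 72 h at 37 C. Compound titrations were pinned onto drug-naive KB-3-1 parental adenocarcinoma cells grown in DMEM with 10% FBS, and normalized data fitted to concentration-response curves.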
ATXN2 expr inh – ATXN2 expression inhibition | Potency, µM (series often up to 57 µM), for inactives: at the highest dose activity change, negative = inhibition, most hits filed as inhibitors | hit rate 0.72% among 360,000 | HEK-293 ATXN2-luciferase reporter, luminescence, 24 h; also: potency is read from the fitted curve at half-maximal effect; % is scaled to controls: 0 for no effect and ±100 for the full control effect; nearly all actives have a fitted effect of over 55% in size
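ATXN2-luciferase reporter cells (luciferase flanked by upstream and downstream ATXN2 gene portions) were treated 24 h at 37 °C with compounds at up to 57 uM. SteadyGlo luminescence gave expression; GF-AFC fluorescence gave viability.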
IL-1B inflam inh – inhibitors of inflammasome signaling (IL-1 beta secretion) | activity change, % at 57.5 µM | hit rate 4.7% among 360,000 | THP-1 LPS/ATP IL-1B secretion, AlphaLISA, 16 h; stronger effect = lower value | AID 743279; in the data active = activity change below about -50%; inconclusive = mostly about -30% to -49%; also: % is scaled to controls: 0 for no effect and ±100 for the full control effect
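Secreted IL-1B measured by AlphaLISA bead assay after 16 h compound exposure of THP-1 cells; compounds (final up to 57.5 uM) added 1 h before LPS (250 ng/mL) and ATP (1.25 mM) stimulation; lower signal means less secretion.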
HT1080NT lethal – kills 2HG-producing HT-1080-NT fibrosarcoma cells; HT-1080-NT fibrosarcoma viability, CellTiter-Glo ATP luminescence, 48 h; Potency, µM (doses to about 46.1 µM), inactives show at the top dose activity, negative = less viability, most hits filed as cytotoxic; hit rate 1.6% among 360,000; AID 686970;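 also: NT is the 2HG producing partner of a matched IDH1 knockdown line; potency is read from the fitted curve at half-maximal effect; 0% = DMSO-treated cells and -100% = media-only wells without cells; nearly all actives have a fitted effect of over 55% in size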
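750 cells/well, RPMI + 5% FBS; 2 h settle, compound pin-transfer, 48 h at 37 degrees C. CellTiter-Glo 10 min RT, luminescence. Normalized to DMSO and media-only wells.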
MCF10A rerep – induces DNA re-replication in MCF 10a normal breast cells. MCF 10A DNA re-replication, Hoechst nuclear intensity, 48 h. Potency, µM (top dose mostly 46.1 µM), without a hit: at the highest dose activity, positive = re-replication, hits mostly activators. hit rate 2.9% among 350,000. AID 624296; also: potency is read from the fitted curve at half-maximal effect; % of control where 0% means no effect; nearly all actives have a fitted effect of over 50% in size
KB-V1 cytotox – kills drug-selected multidrug resistant KB-V1 cells. KB-V1 MDR cells viability, CellTiter-Glo, 72 h. Potency, µM (top dose mostly 46.1 µM), inactives show top-dose activity change, negative = cytotoxicity, actives largely listed as cytotoxic. hit rate 3.4% among 400,000; also: potency is read from the fitted curve at half-maximal effect; % is scaled to controls: 0 for no effect and ±100 for the full control effect; nearly all actives have a fitted effect of over 60% in size
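Readout: CellTiter-Glo luminescence, 10 min after addition. Cells: KB-V1 MDR subline, 72 h at 37 degrees C with compound. Analysis: corrected, normalized data fitted to concentration-effect curves.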
HT1080 IDH1KD tx – kills HT-1080 cells with IDH1 knockdown | Potency, µM (doses to about 46.1 µM), inactives show at the highest dose activity, negative = toxicity, actives largely listed as cytotoxic | hit rate 2% among 360,000 | HT-1080 IDH1 knockdown viability, ATP luminescence, 48 h;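 also: potency is read from the fitted curve at half-maximal effect; 0% = DMSO wells and -100% = cell-free medium wells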
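Luminescent ATP read-out (CellTiter-Glo, 10 min at room temperature) after 48 h compound exposure at 37 °C gave viability of IDH1-knockdown HT-1080 cells. Activity was normalised to DMSO and cell-free wells, then fitted as concentration-response curves.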
Starred values were filed as active, the others as inactive; i = inactive; ? = inconclusive; · = not tested or not shown; [ ] = another dose, or the depositor's remark. Unless noted, calls follow the shape of the dose curve; as a rule, active = well fitted curve in the direction sought with a large enough effect; inconclusive = small, poorly fitted or top-dose-only effect, or another doubt; inactive = no such curve, though single readings can be large; an effect the other way counts as inactive or inconclusive.

No.	Structure	SW480 rereplic	ATXN viability	KB-3-1 cytotox	ATXN2 expr inh	IL-1B inflam inh	HT1080NT lethal	MCF10A rerep	KB-V1 cytotox	HT1080 IDH1KD tx
1	Cc1cccc(Nc2nccc(N(C)C)c2C#N)c1	-23%	i	-8%	20%	-21	19%	0%	25%	8%
2	CC(C)Nc1ncnc2c1ncn2[C@H]1CN(C2CCCC2)C[C@@H](CO)O1	·	i	0%	-2%	0	7%	·	1%	13%
3	CC1(C)CC(CC(=O)Nc2nccs2)(c2ccccc2)CCO1 (stereo not drawn)	1%	i	6%	-11%	22	6%	0%	-16%	7%
4	O=C(NN1C(=O)C2C3C=CC(C3)C2C1=O)C(O)c1ccccc1 (stereo not drawn)	-13%	i	3%	-10%	0	4%	0%	27%	0%
5	CCc1noc(C)c1C(=O)Nc1nc(-c2ccccc2)c(C(C)=O)s1	-3%	i	7%	-5%	-13	4%	24%	0%	3%
6	COc1ccc(CNC(=O)CCc2c(C)nc3nc(CNC(=O)OC(C)(C)C)nn3c2C)cc1	·	i	0%	-4%	·	·	·	?	·
7	Cc1ccsc1C(=O)N1CCCC(CCC(=O)N2CCN(c3ccccn3)CC2)C1 (stereo not drawn)	-18%	i	8%	-36%	-25	-7%	6.5µM*	?	-5%
8	CCCCCN(C(=O)NC(=O)Nc1ccc(C)cc1)S(=O)(=O)c1ccccc1	-3%	?	10%	3%	-5	9%	9%	5%	6%
9	CC(=O)c1cccc(NC(=O)N2CCC(CN3CCCCC3)CC2)c1	·	i	15%	-5%	·	·	·	2%	·
10	Cc1ccc(C)c(S(=O)(=O)NCc2ccc(C(=O)NCc3ccccn3)cc2)c1	-4%	i	18%	3%	9	-1%	2%	?	-4%[9.24 µM]
11	Cc1nccn1CCOc1ccc(Cl)cc1	1%	i	13%	-9%	-9	3%	?	0%	4%
12	COc1ccc(N2CCN(C3CCCN(C(=O)c4ccoc4)C3)CC2)cc1 (stereo not drawn)	-8%	i	10%	-5%	5	4%	6%	?	3%
13	O=c1c2ccccc2sc2nc(C3CCCCC3)n(Cc3ccco3)c(=O)c12	-7%	?	0%	8%	-1	14%	?	-4%	-26%
14	COc1ccccc1NC(=O)c1ccc(NC(=O)CN2CCCC2)cc1	22%	i	15%	-7%	-11	-1%	1%	0%	17%
15	Cc1ccsc1/C=N/Nc1ccc(Cl)nn1	17%	i	3%	·	-7	1%	15%	21%	5%
16	CCOC(=O)CN1C(C(=O)c2ccccc2)=C(OC(=O)c2ccccc2)c2ccccc2S1(=O)=O	·	?	0%	9%	·	·	·	-16%	·
17	CCNC(=O)CSc1nnc(-c2cccc(S(=O)(=O)N(CC)CC)c2)n1CCc1ccccc1	-3%	i	18%	0%	-2	11%	1%	-29%	7%
18	O=C(/C=C/c1c(Cl)nc2ccccn12)N1CCN(c2ccccc2F)CC1	3%	i	-10%	-1%	-21	16%	-12%	0%	-3%
19	CCC(C)NC(=O)CCCc1ccccc1 (stereo not drawn)	-1%	i	1%	44%[activator]	-2	0%	11%	18%	-2%
20	O=C(Nc1nccs1)c1ccc(COc2ccccc2)o1	-2%[9.22 µM]	?	-2%	-1%	-11	4%	4%	8%	-9%
21	COc1cccc(C(c2sc3ncnn3c2O)N2CC(C)OC(C)C2)c1 (stereo not drawn)	-1%	i	1%	0%	2	1%	-1%	14%	1%
22	CN(C)c1cccc(C(=O)OCC(=O)NCC2CCCO2)c1 (stereo not drawn)	-4%	i	12%	15%	-5	0%	3%	6%	19%
23	CCc1cc2c(SCC(=O)N(CC)c3c(N)n(Cc4ccccc4)c(=O)[nH]c3=O)ncnc2s1	-14%	?	8%	14%	16	6%	-3%	15%	6%
24	COP(=O)(OC)c1nc(-c2ccccc2)oc1NCc1ccccc1	-5%	i	-1%	-10%	-6	-12%	-2%	-17%	-9%
25	Cc1cc2nc(-c3ccc(=O)[nH]c3)n(C)c2cc1C	-11%	i	1%	23%	23	1%	-19%	?	1%
26	COc1ccc(CCNC(=O)Cn2cc(C(F)(F)F)cc(Cl)c2=O)cc1OC	-2%	i	?	-3%	3	-2%	?	-13%	-2%
27	COC(=O)[C@@]1(Cc2ccc(OC)cc2)[C@H]2c3cc(C(=O)N4CCCC4)n(CCO)c3C[C@H]2CN1C(=O)c1ccccc1	-3%	i	4%	5%	-17	0%	24%	-12%	10%
28	CN1CCC(=NNC(=O)C(=O)NC2CCCC2)CC1	-4%[9.22 µM]	i	21%	4%	13	13%	-13%	28%	13%
29	OC[C@@H]1CN(Cc2ccc3c(c2)OCO3)C[C@H](n2cnc3c(NCc4ccncc4)ncnc32)O1	·	i	0%	8%	-1	8%	·	-1%	7%
30	CCOC(=O)N1CCN(C(=O)c2ccc3nc(C)sc3c2)CC1	-13%[9.22 µM]	i	?	7%	11	19%	-2%	-5%	13%
31	COc1ccc(OC)c(S(=O)(=O)N2CCN(c3ncccn3)CC2)c1	7%	i	?	·	-13	?	2%	?	0%
32	COc1cc(/C=N/NC(=S)NC2CC3C=CC2C3)cc(OC)c1OC (stereo not drawn)	-15%	?	6%	-18%	·	-8%	-11%	?	-23%
33	CC(=O)Nc1cnc2ccccc2n1	-4%	i	6%	7%	6	-3%	-7%	1%	-4%
34	Cc1ccc(CC(=O)O/N=C(\N)Cc2ccc([N+](=O)[O-])cc2)cc1	-1%	i	8%	-7%	-10	3%	-3%	20%	17%
35	Cc1cc(C)cc(C(=O)OCC(=O)NCCNC(=O)COC(=O)c2cc(C)cc(C)c2)c1	0%	i	10%	-2%	14	6%	10%	-9%	2%
36	O=C(Cn1ccc2ccccc2c1=O)N1CCN(Cc2ccc3c(c2)OCO3)CC1	1%	i	6%	-10%	-21	-6%	1%	0%	-3%
37	CC(Sc1cccc[n+]1[O-])C(=O)Nc1ccc([N+](=O)[O-])cc1Cl (stereo not drawn)	-12%	i	9%	6%	8	1%	-1%	-1%	3%
38	C=CCNc1oc(-c2cccc(Cl)c2)nc1C#N	?	?	19%	-24%	·	·	?	12%	·
39	O=S(=O)(c1ccc(SCc2c(F)cccc2Cl)nc1)N1CCCC1	·	?	-6%	·	11	-1%	·	?	-5%
40	COc1ccc(S(=O)(=O)NCCc2ccccn2)cc1	0%	i	9%	4%	1	7%	-7%	-8%	-3%
41	COc1ccc(CCNc2ccc(S(=O)(=O)N3CCN(C)CC3)cc2[N+](=O)[O-])cc1	-113%[inhibitor]	i	-2%	-19%	?	-6%	-8%	-7%	-2%
42	COc1cc(CCC(=O)OCC(=O)Nc2c(Cl)cccc2Cl)cc(OC)c1OC	-4%	i	-8%	3%	8	14%	2%	11%	4%
43	COCCn1cc(C(=O)NCc2ccco2)c2c3ccccc3n(C)c2c1=O	-3%	i	-2%	1%	44	-3%	8%	-1%	5%
44	CCc1cccc(CC)c1NC(=O)CSc1nnc(C2CC2)n1N	2%	i	3%	9%	18	6%	5%	14%	-1%
45	Cc1nc2c(-c3ccccc3)cnn2c(N)c1-c1ccccc1	22%	i	-29%	54%[activator]	-78*	?	?	?	?
46	Cc1ccc2oc(/N=C(\N)NC(=O)C3CC3)nc2c1	9.2µM*	?	?	·	-20	-14%	?	5.2µM*	?
47	Cc1noc(C)c1S(=O)(=O)N(C)C[C@H]1OCc2cn(nn2)CCCC(=O)N([C@@H](C)CO)C[C@@H]1C	·	i	-17%	-2%	2	14%	·	14%	0%
48	COc1ccc(/C=N/NC(=O)c2cccnc2)cc1COc1ccc([N+](=O)[O-])cc1	?	i	?	?	·	?	?	?	6.5µM*
49	CCC(C)(C)C1CCc2[nH]nc(C(=O)NCCNC(=O)OC(C)(C)C)c2C1 (stereo not drawn)	-2%	?	0%	-10%	-2	-3%	?	0%	-17%
50	Cc1occc1C(=O)Nc1nnc(-c2ccncc2)s1	-6%	i	10%	15%	-15	1%	-4%	5%	19%
51	Nc1ccc(Oc2ncccn2)cc1	4%	?	-15%	·	2	0%	8%	0%	0%
52	O=C(O)c1ccccc1C(=O)N1N=C(c2ccccc2)CC1c1ccccc1O (stereo not drawn)	-4%	?	-9%	-13%	48	-22%	17%	2%	-1%
53	CCOC(=O)C1CCN(CCCSc2ccc(Cl)cc2)CC1	-1%	i	1%	-8%	9	-15%	-6%	-17%	-4%
54	CCc1ccccc1NC(=O)Nc1ccc2snnc2c1	·	i	-13%	?	·	·	·	-1%	·
55	Cc1cc(C)c(COc2ccc(/C=N/n3c(C)n[nH]c3=S)cc2)c(C)c1	-80%[inhibitor]	i	-14%	2%	?	?	13µM*	-5%	?
56	O=C(Nc1ccccc1F)c1oc2ccccc2c1NC(=O)c1c(F)cccc1F	·	i	-3%	6%	·	·	·	-5%	·
57	CC(C)(CN1CCCCC1)NS(=O)(=O)c1ccc(Cl)cc1	3%	i	-2%	-14%	-10	0%	11%	-4%	0%
58	COCCN(C(=O)c1cccc(OC)c1)c1nnc(-c2ccncc2)s1	-2%	?	-3%	18%	-5	2%	2%	-23%	0%
59	CC(=O)C1=C(Nc2ccc(C)cc2)CC(C)(O)C(C(C)=O)C1c1ccco1 (stereo not drawn)	0%	i	6%	-20%	13	0%	-1%	7%	4%

One compound at a time, from the list above:
CCOC(=O)CN1C(C(=O)c2ccccc2)=C(OC(=O)c2ccccc2)c2ccccc2S1(=O)=O reads SW480 rereplic = ·; ATXN viability = ?; KB-3-1 cytotox = 0%; ATXN2 expr inh = 9%; IL-1B inflam inh = ·; HT1080NT lethal = ·; MCF10A rerep = ·; KB-V1 cytotox = -16%; HT1080 IDH1KD tx = ·
O=C(/C=C/c1c(Cl)nc2ccccn12)N1CCN(c2ccccc2F)CC1 reads SW480 rereplic = 3%; ATXN viability = i; KB-3-1 cytotox = -10%; ATXN2 expr inh = -1%; IL-1B inflam inh = -21; HT1080NT lethal = 16%; MCF10A rerep = -12%; KB-V1 cytotox = 0%; HT1080 IDH1KD tx = -3%

Assay outcomes as filed in PubChem.
